High-throughput results: PubChem BioAssay, several laboratories
SV40 large T antigen – SV40 large T antigen inhibitors, biochemical (AID 1903); SV40 large T antigen ATPase/helicase inhibition assay; higher % means a stronger effect; inhibition, % at 20 µM, or IC50 in µM where a hit was titrated; 0.39% of 310,000 active; in the data active means a potency from the dose series; inconclusive means inhibition mostly from about 32% at the one dose, without a potency; inactive means the rest, 99 in 100 with inhibition below about 32%; further: strong numbers were not always called active
XIAP displacement – XIAP antagonists, biochemical, IAP family, fluorescence polarization (AID 1018); 0.007% of 200,000 active; XIAP BIR domain, fluorescence polarization peptide displacement; higher % means a stronger effect; displacement, % at 20 µM, or IC50 in µM where a hit was titrated; in the data active means displacement above about 50%; further: a part of the inactive calls stands beside numbers as strong as those of hits
Yfh1-depleted yeast – enhancers of respiration in Yfh1-depleted yeast, dose response, Friedreich's ataxia, plus single-dose screen (AID 1465); fold induction at 50 µM; hits with a dose series show EC50 in µM; S. cerevisiae Yfh1-off respiration, WST-1 reduction, 72 h; higher fold induction means a stronger effect; 0.074% of 220,000 active;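 active means fold induction of absorbance versus untreated yeast above a set limit, then at least 30% activation at any dose in follow-up; inconclusive means repeats straddling the limit, or above it without dose testing; inactive means fold induction below the set limit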;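 further: activators that raise dye reduction in frataxin-depleted yeast; strong numbers were not always called active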
K1F lysis inhibition – inhibition of K1F phage lysis, E. coli UTI89, bacterial capsule biogenesis inhibitors, alamar blue (AID 488966); E. coli UTI89 K1F phage lysis, alamar blue, 2 h; higher % means a stronger effect; inhibition, % at 100 µM; hits with a dose series show IC50 in µM; 0.02% of 340,000 active;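 active means phage lysis inhibition, versus mean bacterial control, above a set limit; inconclusive means no clear call, values can overlap the other calls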;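 further: capsule biogenesis inhibitors block K1F phage lysis so surviving cells raise fluorescence; higher fluorescence means more inhibition of phage lysis; actives were called in the ten point dose series up to 300 µM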
ER stress rescue – rescue of cells from ER stress-induced death, primary screen, 384-well, CSM14.1, thapsigargin, ATP luminescence (AID 1222); CSM14.1 thapsigargin-induced death rescue, ATP luminescence; higher % means a stronger effect; one-dose cellular ATP content (survival), % at 20 µM; EC50 in µM for titrated hits; 190,000 tested, under 10 active;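 active means EC50 below 50 µM in the dose-response confirmation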;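 further: death triggered by thapsigargin at about 15 µM added after 2 h compound pretreatment; cell ATP read after overnight thapsigargin exposure of roughly 18 to 22 hours; normalized against plate controls of thapsigargin alone and 5% DMSO vehicle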
WT yeast gro inh – growth inhibition of WT strain, primary screen, mitochondrial fusion inhibitor project, WT and mutant strains, chemical genetic | mitochondrial fusion phenotypic screen | inhibition, % at 10 µM | 2.1% of 190,000 active; in the data active means inhibition above about 58%; tested in S. cerevisiae
West Nile antiviral – West Nile virus antiviral activity, cell-based, CPE readout (AID 1621) | 0.02% of 290,000 active | West Nile virus-infected cells, CPE inhibition; higher % means a stronger effect | CPE inhibition, % at 10 µM; hits with a dose series show IC50 in µM; in the data active means a potency from the dose series; inconclusive means CPE inhibition mostly from about 3.7% at the one dose, without a potency; inactive means the rest, 99 in 100 with CPE inhibition below about 2.2%; further: strong numbers were not always called active
RSV antiviral HEp-2 – RSV antiviral activity via CPE protection, HEp-2 cells, primary 10 µM value included (AID 2391) | HEp-2 cells, RSV-induced CPE inhibition; higher % means a stronger effect | one-dose CPE inhibition, % at 10 µM; IC50 in µM for titrated hits | 0.13% of 310,000 active; in the data active means a potency from the dose series; inconclusive means CPE inhibition mostly from about 23% at the one dose, without a potency; inactive means the rest, 99 in 100 with CPE inhibition below about 21%; further: strong numbers were not always called active
Dengue-2 NS5 capping – Dengue-2 NS5 methyltransferase inhibitors, primary screen, biochemical, confirmation dose response (AID 588689) | Genome polyprotein (Dengue virus type 2 (strain 16681-PDK53)) | Dengue-2 NS5 methyltransferase capping enzyme assay, biochemical; higher % means a stronger effect | inhibition, % at 25 µM, or IC50 in µM where a hit was titrated | 0.3% of 340,000 active; in the data active means a potency from the dose series; inconclusive means inhibition above about 29% without an active follow-up result
WT yeast gro inh mutant strain – also measured in WT yeast gro inh; calls as there; inhibition, %; mitochondrial fusion phenotypic screen, mutant strain inhibition
Dengue-2 NS5 capping pilot replicate – second read-out of Dengue-2 NS5 capping, no call of its own (marks repeat the call); inhibition, %; measured here: pilot screen replicate inhibition
An asterisk follows results filed as active; i = inactive; ? = inconclusive; / = no result given; [ ] = dose if it differs, or a comment.

SMILES | SV40 large T antigen | XIAP displacement | Yfh1-depleted yeast | K1F lysis inhibition | ER stress rescue | WT yeast gro inh | WT yeast gro inh mutant strain | West Nile antiviral | RSV antiviral HEp-2 | Dengue-2 NS5 capping | others
CCn1ncc(CN2CCN(C(=O)Nc3ccccc3C(=O)OC)CC2)c1C | 5% | -7.2% | i | 0.6% | -1.0% | 1 | 7 | -1.2% | 0.7% | -2%
Cc1ccsc1/C=C1\SC(N2CCOCC2)=NC1=O | 4% | -7.7% | i | -0.4% | -1.2% | 15 | 12 | 0.8% | -0.9% | -8%
CCOc1ccc(NC(=O)Cn2nnc(C(=O)NCc3ccccc3OC)c2N)cc1 | 3% | -5.1% | / | 0.2% | 0.8% | -8 | 4 | / | 2.3% | 0%
CCOc1ccc(N/C(C)=C/C(=O)c2ccc(C)o2)cc1 | -2% | -3.4% | i | 0.8% | -1.2% | 4 | 6 | 0.2% | 2.0% | -4% | Dengue-2 NS5 capping pilot replicate=-5.2
COc1cc(/C=N/NC(=O)c2ccc(Cl)c(S(N)(=O)=O)c2)ccc1OCC(N)=O | 17% | / | i | 0.1% | / | / | / | 0.7% | 0.3% | -3%
CCc1ccc(N(C(=O)c2snc(C(N)=O)c2N)C(C(=O)NCCC(C)C)c2c[nH]c3ccccc23)cc1 (stereo not drawn) | 9% | -2.2% | i | 0.1% | 24% | -8 | -3 | 1.9% | 0.6% | -3%
COc1ccc(CNCC(O)COCc2cccs2)cc1 (stereo not drawn) | 1% | -2.2% | i | -0.1% | -1.3% | -8 | 2 | -0.5% | 0.3% | 3%
CN(NC(=O)c1cccc(Cl)c1)c1nc(-c2ccccc2)nnc1C(F)(F)F | 0% | -0.4% | i | 0.5% | -0.8% | 1 | -2 | 0.6% | 3.2% | -3%
CCCCNC(=O)N(O)C1N(/N=C/c2cccs2)C(=S)SC1(C)C (stereo not drawn) | 2% | / | i | 0.7% | / | / | / | -0.2% | 1.5% | 5%
O=C(Nc1cc([N+](=O)[O-])ccc1O)c1ccc2c(c1)C(=O)N(Cc1ccco1)C2=O | 7% | / | / | 0.7%[50 µM] | / | / | / | 0.8% | 2.5% | 5%
CC(=O)c1cccc(OCC(=O)Nc2cc(S(=O)(=O)N3CCOCC3)ccc2N2CCCC2)c1 | 6% | / | / | 1.5%[50 µM] | / | / | / | / | 0.1% | 5%
CC(=O)Nc1ccc(NC(=O)CSc2ccc(-c3ccc4c(c3)OCO4)nn2)cc1 | 13% | -6.5% | i | 2.6%[50 µM] | -0.1% | -5 | -22 | -0.1% | 3.4% | 3%
NC(=O)C1CC(=O)N(CCc2ccc(F)cc2)C1 (stereo not drawn) | 4% | / | / | 0.0% | / | / | / | 0.2% | -0.9% | -3% | Dengue-2 NS5 capping pilot replicate=-0.9
Cc1nc(-c2nnc(-c3ccccc3)o2)c(C(F)(F)F)o1 | 3% | / | i | -1.1% | / | / | / | 0.6% | 0.7% | -10%
CSCC[C@H](NC(=O)OC(C)(C)C)c1nnc(SCC(=O)Nc2ccc(C)cc2C)o1 | 8% | -3.6% | i | 0.2% | 1.6% | -6 | -10 | -0.4% | 1.2% | -7%
Cc1ccccc1NC(=O)N1CCCC(c2nc(-c3ccc(F)cc3)no2)C1 (stereo not drawn) | 16% | -3.9% | i | 6.5% | -0.5% | 4 | 15 | 0.0% | -0.7% | 2%
CCCCn1c(N)c(N(CC(C)C)C(=O)CCNC(=O)c2ccccc2Cl)c(=O)[nH]c1=O | -1% | / | / | 0.1%[50 µM] | / | / | / | / | 2.5% | 1%
CC1(c2ccc(O)cc2)NC(=O)N(c2ccccc2)N1 (stereo not drawn) | 13% | -5.1% | i | 0.2% | / | -2 | 9 | 0.0% | -3.5% | -3%
Cc1onc(-c2ccccc2Cl)c1C(=O)N1CCN(C=O)CC1 | 15% | / | / | -0.3% | / | / | / | -0.1% | 0.4% | -1%
O=C(NC1CCCCC1)C1CCCN1S(=O)(=O)c1cccc2nsnc12 (stereo not drawn) | -2% | -3.6% | i | 0.1% | -2.2% | -1 | -14 | -1.1% | 8.3% | -5%
O=C(NCc1ccc2c(c1)OCO2)C(=O)NCC1OCCCN1S(=O)(=O)c1cc(F)ccc1F (stereo not drawn) | 18% | / | / | 0.1% | / | / | / | -0.9% | 1.1% | 1%
COc1ccc(OC)c(S(=O)(=O)NCCCn2ccnc2)c1 | 10% | / | / | -0.8% | / | / | / | -1.1% | 1.6% | 5%
Cc1ccc(-c2n[nH]c(=S)n2/N=C/c2cc3c(cc2[N+](=O)[O-])OCO3)cc1 | 22% | -2.5% | i | 9.9% | -1.5% | 33 | 8 | 1.4% | 4.2% | 9%
Cc1cc(C(=O)O)ccc1-c1ccc(/C=C2\SC(=O)N(CC(=O)Nc3ccc4c(c3)OCO4)C2=O)o1 | 4% | / | / | 0.1% | / | / | / | -0.3% | 6.1% | ?
COc1ccc2[nH]c(C(O)(Cc3cccnc3)Cc3cccnc3)cc2c1 | 10% | -49% | i | 1.2% | -1.5% | 1 | 10 | -1.0% | 0.6% | -12%
CCc1cccc(NS(=O)(=O)c2ccc(-n3cccn3)cc2)c1 | 10% | / | / | 0.1% | / | / | / | 0.1% | 0.0% | -5%
CC(C)(C)c1cc(C(=O)NNC(=O)Nc2ccccc2)n(Cc2ccccc2)n1 | 9% | / | i | 0.9% | / | / | / | -0.9% | / | -3%
CC(c1n[nH]c(=S)n1-c1ccc(F)cc1)N1CCCCC1 (stereo not drawn) | 4% | -5.3% | i | 0.9% | -1.0% | -3 | -24 | 0.1% | 1.4% | -5%
CCN1C(=O)CSc2ccc(C(=O)OC)cc21 | 4% | -2.4% | / | 6.0% | -4.2% | 5 | 2 | / | 0.0% | -4%
COc1ccc2ccccc2c1C1CC(=O)N2CN(C)CSC2=C1C#N (stereo not drawn) | 29% | 0.2% | i | 0.4% | -4.2% | 4 | -3 | -0.2% | 1.5% | -5%
CC(C)(C)OC(=O)N1CCC(c2cc(=O)n3[nH]cc(C(=O)Nc4ccc(F)c(Cl)c4)c3n2)CC1 | 14% | / | i | -0.3% | / | / | / | 0.2% | -1.0% | 19%
OC1CCN(c2cc(-c3ccccc3)nc3cc(-c4ccc(F)cc4)nn23)CC1 | 14% | -6.0% | i | 2.9% | -1.0% | -16 | 8 | -0.1% | 5.2% | /
CCC(C)N(C(=O)CSc1nc2ccc(OC)cc2[nH]1)C1CCS(=O)(=O)C1 (stereo not drawn) | 14% | / | / | 1.0%[50 µM] | / | / | / | / | -0.4% | -5%
Cc1ccc(-n2ccnc(SCC(=O)NCCc3ccccc3)c2=O)cc1F | 22% | / | / | 0.6%[50 µM] | / | / | / | / | 1.2% | 24%
Cc1cc(C)cc(N(C(=O)c2csnn2)C(C(=O)NC(C)(C)C)c2ccccn2)c1 (stereo not drawn) | 14% | -2.2% | i | 0.4% | 1.6% | -15 | -9 | -0.5% | -0.8% | -9%
CCc1nc(C#N)c(N2CCOCC2)o1 | 8% | -2.7% | i | -4.2% | -1.9% | 5 | 2 | -0.2% | 1.2% | -3%
O=C(Nc1ccc(Br)cc1F)c1ccncc1 | -1% | -13% | i | 0.1% | -2.5% | 5 | 5 | -0.4% | 0.0% | 10%
CCOC(=O)c1ccccc1NC(=S)N1CCN(C2CCCCC2)CC1 | 8% | -1.8% | i | 0.2% | 0.3% | -17 | 11 | -1.3% | -0.4% | -1%
COc1ccc(C2(C(=O)Nc3ccc(C(=O)O)cc3)CCOCC2)cc1 | 1% | -1.7% | i | 2.7% | -0.4% | -11 | -9 | 1.2% | 0.5% | -8%
Cc1ccc(C)c(N=Nc2nc3ccccc3n2C)c1 | -11% | -1.2% | i | 5.4% | -3.3% | 82* | 67* | -0.2% | 3.5% | 1%

Ordered by number of heavy atoms (rising): some entries from above
SMILES | SV40 large T antigen | XIAP displacement | Yfh1-depleted yeast | K1F lysis inhibition | ER stress rescue | WT yeast gro inh | WT yeast gro inh mutant strain | West Nile antiviral | RSV antiviral HEp-2 | Dengue-2 NS5 capping | others
Cc1ccsc1/C=C1\SC(N2CCOCC2)=NC1=O | 4% | -7.7% | i | -0.4% | -1.2% | 15 | 12 | 0.8% | -0.9% | -8%
Cc1ccc(C)c(N=Nc2nc3ccccc3n2C)c1 | -11% | -1.2% | i | 5.4% | -3.3% | 82* | 67* | -0.2% | 3.5% | 1%
CCn1ncc(CN2CCN(C(=O)Nc3ccccc3C(=O)OC)CC2)c1C | 5% | -7.2% | i | 0.6% | -1.0% | 1 | 7 | -1.2% | 0.7% | -2%
CC(=O)Nc1ccc(NC(=O)CSc2ccc(-c3ccc4c(c3)OCO4)nn2)cc1 | 13% | -6.5% | i | 2.6%[50 µM] | -0.1% | -5 | -22 | -0.1% | 3.4% | 3%
O=C(NCc1ccc2c(c1)OCO2)C(=O)NCC1OCCCN1S(=O)(=O)c1cc(F)ccc1F (stereo not drawn) | 18% | / | / | 0.1% | / | / | / | -0.9% | 1.1% | 1%

Next section:
SMILES | SV40 large T antigen | XIAP displacement | Yfh1-depleted yeast | K1F lysis inhibition | ER stress rescue | WT yeast gro inh | WT yeast gro inh mutant strain | West Nile antiviral | RSV antiviral HEp-2 | Dengue-2 NS5 capping | others
CCCCn1c(N)c(N(CCOC)C(=O)CSCc2ccc(C)cc2)c(=O)[nH]c1=O | 6% | / | / | 1.0%[50 µM] | / | / | / | / | -1.0% | 3%
COc1ccc(CCNC(=O)c2cc3c(=O)n4cccc(C)c4nc3n(CC3CCCO3)c2=N)cc1 (stereo not drawn) | 7% | / | / | -0.1% | / | / | / | 0.3% | 11% | -18%
COc1cc(/C=C/C(=O)O)cc(S(=O)(=O)Nc2cc(Cl)c(Cl)cc2Cl)c1OC | 17% | / | i | -0.2% | / | / | / | 0.2% | 7.0% | ?
CC1CCCCN1C(=O)C1CCN(S(=O)(=O)c2ccc(-n3cnnn3)cc2)CC1 (stereo not drawn) | 3% | / | / | 0.1% | / | / | / | -2.0% | 3.4% | -2%
O=C(CC1C(=O)NCCN1Cc1cccc(C(F)(F)F)c1)NCCCOc1cccnc1 (stereo not drawn) | 7% | / | / | 0.2% | / | / | / | 0.1% | 0.8% | -4%
CCOCCCNS(=O)(=O)c1ccc(NC(=O)CN2C(=O)c3ccccc3C2=O)cc1 | 24% | -3.6% | i | 2.3% | -1.7% | 7 | 15 | -0.1% | 2.5% | -4%
CCCCC(CC)C(=O)NCC(C)NC(=O)C(CC)CCCC (stereo not drawn) | -2% | 1.3% | i | 5.5% | 14% | -29 | 17 | -0.3% | 0.2% | -3%
O=S(=O)(Cc1ccccc1)N1CCCC(c2nc(-c3ccc(F)cc3)no2)C1 (stereo not drawn) | 4% | -3.4% | i | -4.2% | 1.3% | 16 | -4 | -0.9% | 0.8% | -1%
